FLuc act counter: affects firefly luciferase, flagging false hits in luciferase stimulation screens; P08659; ATPlite luciferase biochemical, luminescence, 10 min; 0 = ATP-free wells, 1 = DMSO control; activation factor at 10 µM; 200,000 tested, under 10 active;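 active = luciferase activation factor, scaled between plate controls, of at least 2 with compound at 10 µM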
Target sequence (P08659 whole entry, looked up): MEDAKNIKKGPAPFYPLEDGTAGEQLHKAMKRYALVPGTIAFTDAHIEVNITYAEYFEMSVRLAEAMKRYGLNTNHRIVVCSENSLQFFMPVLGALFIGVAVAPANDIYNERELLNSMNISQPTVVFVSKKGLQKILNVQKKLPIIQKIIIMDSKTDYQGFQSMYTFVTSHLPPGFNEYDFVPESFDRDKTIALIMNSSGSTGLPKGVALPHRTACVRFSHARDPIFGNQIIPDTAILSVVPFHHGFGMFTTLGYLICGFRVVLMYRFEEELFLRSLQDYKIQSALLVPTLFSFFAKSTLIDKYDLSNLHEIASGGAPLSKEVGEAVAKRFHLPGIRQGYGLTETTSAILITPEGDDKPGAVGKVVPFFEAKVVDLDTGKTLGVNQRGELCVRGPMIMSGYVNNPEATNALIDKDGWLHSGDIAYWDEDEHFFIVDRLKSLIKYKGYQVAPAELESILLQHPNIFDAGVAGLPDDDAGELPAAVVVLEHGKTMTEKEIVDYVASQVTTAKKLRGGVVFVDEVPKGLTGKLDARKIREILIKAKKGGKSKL
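System: cell-free luciferase reagent; medium: PBS as buffer for the ATP substrate; doses: test compounds dosed from 2 mM stocks in 100% DMSO; incubation: 10 min, room temperature; measured by: luminescence from luciferase reaction; read-out: luciferase activation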
TNAP inh no acc: blocks human TNAP activity with no phosphate acceptor present; purified TNAP, CDP-star luminescence, 30 min; inhibition, % at 20 µM; hit rate 0.26% among 200,000; AID 1012;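 active = tissue-nonspecific alkaline phosphatase inhibition above about 50% at 20 µM in the single-dose screen, limit read from the data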;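 also: 0% = DMSO negative control and 100% = EDTA positive control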
G6PDH CS: inhibits Leuconostoc G6PDH, flagging false hits in G6PDH-based assays. Purified L. mesenteroides G6PDH, diaphorase/resazurin coupled fluorescence, 45 min. inhibition, % at 5 µM. hit rate 0.12% among 200,000; in the data active = inhibition above about 50%
PMI act: increases human mannose-6-phosphate isomerase activity; P34949; purified human PMI, coupled resazurin fluorescence, 20 min; hits give high values; 1 = vehicle control, 0 substrate-free wells; activation factor at 20 µM; hit rate 0.005% among 190,000; AID 1214;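 active = activation factor of 2 or more at 20 µM, relative to plate controls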
Target sequence (P34949 whole entry, looked up): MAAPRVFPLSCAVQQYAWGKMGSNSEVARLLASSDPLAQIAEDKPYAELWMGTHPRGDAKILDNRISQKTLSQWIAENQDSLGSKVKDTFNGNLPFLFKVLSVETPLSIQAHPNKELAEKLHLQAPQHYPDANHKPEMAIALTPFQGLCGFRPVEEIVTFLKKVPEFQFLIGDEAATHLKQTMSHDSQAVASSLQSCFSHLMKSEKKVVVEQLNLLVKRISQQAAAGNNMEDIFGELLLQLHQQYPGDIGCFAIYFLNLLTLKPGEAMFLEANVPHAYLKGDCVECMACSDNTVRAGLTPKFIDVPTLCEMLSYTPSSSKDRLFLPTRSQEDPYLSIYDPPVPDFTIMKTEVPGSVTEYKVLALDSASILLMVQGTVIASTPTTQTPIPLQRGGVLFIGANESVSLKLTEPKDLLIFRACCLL
TNAP act hiacc: TNAP (human) activation, high acceptor. purified TNAP, CDP-star luminescence, 1 M DEA, 30 min; hits give high values; 0 = EDTA background, 1 = DMSO-only activity. activation factor at 20 µM. 200,000 tested, under 10 active;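 active = activation factor at least 2 at 20 µM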
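Control set: EDTA negative control, DMSO positive control / Assay system: human TNAP / Quantity: TNAP 1/800 final / Evaluation: TNAP activation factor scaled between EDTA and DMSO control wells / Measured by: luminescent substrate turnover signal / Compound dosing: one dose, 20 µM / Times: 30 min enzyme reaction at room temperature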
PMI act hi M6P: PMI (human) activation, high substrate; P34949; coupled PMI enzyme assay, resazurin fluorescence, 20 min; hits give high values; 1 = untreated enzyme, 0 = substrate-free blank; activation factor at 20 µM; hit rate 0.34% among 190,000; AID 1216;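 active = activation factor of 2 or more at 20 µM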
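test system = human PMI in coupled enzyme assay | medium = HEPES-buffered pH 7.4 with magnesium and detergent | also added = 1.0 mM mannose-6-phosphate substrate with 0.22 mM NADP+ | compound = 20 µM single dose | times = 20 min incubation at room temperature | measured by = resorufin fluorescence (Ex 544/Em 590 nm) from resazurin via diaphorase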
Diaph act CS: diaphorase activation or chemical reduction counter-screen | Diaphorase/resazurin coupled assay, resorufin fluorescence, 16 min; hits give high values; 1 = vehicle wells, 0 = NADH-free wells | activation factor at 20 µM | hit rate 0.005% among 190,000 | AID 1229;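 active = diaphorase activity raised at least twofold by the compound at 20 µM; inactive = activation factor below 2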
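System – purified diaphorase enzyme from Clostridium kluyveri · Input – enzyme 0.07 U/mL final · Also added – final NADH 0.114 mM, resazurin 0.1 mM · Measured by – fluorescence of resorufin, 544 nm excitation, 590 nm emission · Timing – 16 min enzyme reaction, ambient temperature · Measure – resorufin increase flagging diaphorase activators or reducers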
HMGR II inh: blocks class II HMG-CoA reductase of Enterococcus faecalis | purified E. faecalis HMGR, NADPH absorbance 340 nm kinetic | inhibition, % at 10 µM | hit rate 0.41% among 190,000 | AID 1066;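 active = inhibition above a set limit, the median over all tested compounds plus 3 SD, cut at about 9.5% in these data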;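 also: enzyme runs in reverse so mevalonate oxidation gives rising NADPH absorbance; 0% = complete reaction with DMSO and 100% = background rate lacking mevalonate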
Diaphorase inh: counter-screen for diaphorase-based assays: diaphorase inhibitors and chemical oxidizers; inhibition, % at 20 µM; diaphorase resazurin-to-resorufin fluorescence, NADH, 16 min; bacterial (C. kluyveri) enzyme, not human; hit rate 0.69% among 190,000;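 active = primary screen inhibition at 20 µM above a set limit, cut at about 50% in these data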;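 also: plate controls were DMSO with full reaction for no effect and wells lacking NADH for full effect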
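material = Clostridium kluyveri diaphorase enzyme | amount = 0.14 U/mL diaphorase, enzyme working solution | schedule = incubation 16 min, room temperature | detection = fluorescence of resorufin formed from resazurin, Ex 544/Em 590 nm | benchmarks = positive control minus NADH, DMSO neutral control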
TNAP inh hi DEA: TNAP (human) inhibition, high acceptor. P05186. inhibition, % at 20 µM. hit rate 0.03% among 200,000. purified TNAP, CDP-star luminescence, 1 M DEA;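 active = over 50% inhibition of tissue-nonspecific alkaline phosphatase at 20 µM in the single-dose screen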;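 also: plate controls were DMSO wells for no effect and EDTA-quenched wells as full inhibition for full effect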
Numbers without * were called inactive; / = no result given.

no.	mol	PMI act hi M6P	HMGR II inh	TNAP act hiacc	PMI act	G6PDH CS
1	COc1ccc(N(CC(=O)NCc2ccc3c(c2)OCO3)C(=O)CCC(=O)Nc2ccccn2)cc1	/	-7	1	/	6
2	O=C(COC(=O)c1cc(S(=O)(=O)N2CCOCC2)cs1)c1ccccc1	0.9	-5	1	0.9	-13
3	COC(=O)Nc1cc(C)nc2ccccc12	1	-1	1	0.9	-4
4	CC(=O)c1ccc(-n2nncc2C(C)(C)C)cc1	1	1	1	0.9	4
5	Cc1cc(C)n(C(=O)c2cc3c(s2)CCCC3)n1	0.9	0	1	0.9	-1
6	CN(c1ncc(C(F)(F)F)cc1Cl)n1cc(C(=O)O)c2ccccc2c1=O	1.1	-2	1.1	1.2	-2
7	CCNC(=O)n1nccc1C(C)Oc1cccc(C(F)(F)F)c1 (configuration not stated)	1	-8	1	0.9	8
8	C/C(=N\NC(=O)c1ccn(C)n1)c1cccc(NC(=O)c2ccncc2)c1	1	3	1.1	1	-5
9	CCOc1ccc(CC(=O)NCc2ccc3c(c2)cc(C)n3C)cc1	1	1	1	1	6
10	CCOC(=O)c1sc(N)nc1C(C)C	1	2	1.1	1	4
11	CC(OC(=O)CCc1nc2ccccc2c(=O)[nH]1)C(=O)NCc1ccc2c(c1)OCO2 (configuration not stated)	1.1	-3	1	1.1	2
12	COc1ccc(-c2ccc(S(=O)(=O)NCC3CCCO3)cc2)cc1 (configuration not stated)	1.1	-3	1	1	5

no.	TNAP inh hi DEA	TNAP inh no acc	Diaph act CS	FLuc act counter	Diaphorase inh
1	-3	-14	/	1.1	/
2	-1	-12	0.9	1.1	15
3	1	-6	1	1	0
4	-3	-6	0.9	1	9
5	-1	-2	0.9	1	12
6	-7	-21	0.9	1.1	10
7	-2	-4	1	1.1	4
8	-8	-8	0.9	0.8	8
9	-4	-8	1	1.1	5
10	-6	-16	0.9	1	10
11	0	-10	0.9	1.1	7
12	0	-1	1	1	-2

Continuation:
no.	mol	PMI act hi M6P	HMGR II inh	TNAP act hiacc	PMI act	G6PDH CS
13	C=CCn1c(NC(=O)c2ccccc2Cl)c(C#N)c2nc3ccccc3nc21	0.5	-3	1	0.8	46
14	COc1ccc(C2c3c(ncn(Cc4ccco4)c3=N)Oc3ccc4ccccc4c32)cc1 (configuration not stated)	0.9	2	1	0.8	-9
15	CCOC(=O)Cc1cnc(N)s1	1	-3	1	1	3
16	Cc1oc(-c2ccccc2Cl)nc1CN1CCCC1c1ccc(F)cc1 (configuration not stated)	1	-4	1.1	0.9	11
17	CCOC(=O)c1c(NC(=O)C2COc3ccccc3O2)sc2c1CC(C)(C)NC2(C)C (configuration not stated)	0.9	-6	1	0.9	7
18	COc1ccc(NC(=O)c2sc(=S)[nH]c2N)cc1	1.2	-7	1	0.9	1
19	Fc1ccc(N/N=C/c2ccncc2)c(F)c1	1.3	0	0.9	1.2	-4
20	Cc1cc(C)nc(N2CCCC(C(=O)Nc3cc(F)ccc3C)C2)n1 (configuration not stated)	0.9	-1	1.1	0.9	3
21	CC(C)(C)c1ccc(OCC(=O)N/N=C/c2ccc(N3CCOCC3)cc2)cc1	0.8	-1	1.1	0.9	-5
22	O=C(CSc1nc2ccccc2[nH]1)Nc1nc(-c2ccc(Br)cc2)cs1	1.1	-2	1	1	-5
23	CN1CC(=O)N(CC(=O)Nc2ccc(SC(F)F)cc2)C1=O	1.2	0	1.1	1.2	6
24	COc1ccc(C(=O)NC(=S)N2CCN(C)CC2)cc1Br	0.9	-1	1.1	0.9	0

no.	TNAP inh hi DEA	TNAP inh no acc	Diaph act CS	FLuc act counter	Diaphorase inh
13	0	8	1	1	4
14	3	-15	1	1	-3
15	-2	0	1	1	0
16	-8	-8	0.9	1	15
17	2	1	0.9	1	7
18	-3	-5	0.7	0.8	31
19	8	-6	0.9	0.9	14
20	-5	1	0.8	1.1	18
21	-8	-9	0.7	0.9	26
22	0	-31	0.8	1.1	15
23	-8	-7	1.2	1.1	-18
24	-6	-12	0.9	1.1	12

A draw from above in order of heavy-atom count, lowest first:
no.	mol	PMI act hi M6P	HMGR II inh	TNAP act hiacc	PMI act	G6PDH CS
15	CCOC(=O)Cc1cnc(N)s1	1	-3	1	1	3
18	COc1ccc(NC(=O)c2sc(=S)[nH]c2N)cc1	1.2	-7	1	0.9	1
17	CCOC(=O)c1c(NC(=O)C2COc3ccccc3O2)sc2c1CC(C)(C)NC2(C)C (configuration not stated)	0.9	-6	1	0.9	7
14	COc1ccc(C2c3c(ncn(Cc4ccco4)c3=N)Oc3ccc4ccccc4c32)cc1 (configuration not stated)	0.9	2	1	0.8	-9

no.	TNAP inh hi DEA	TNAP inh no acc	Diaph act CS	FLuc act counter	Diaphorase inh
15	-2	0	1	1	0
18	-3	-5	0.7	0.8	31
17	2	1	0.9	1	7
14	3	-15	1	1	-3

The listing continues:
no.	mol	PMI act hi M6P	HMGR II inh	TNAP act hiacc	PMI act	G6PDH CS
25	CCCN(CCC)CCCNC(=O)c1cc2c(=O)[nH]c3ccccc3c2n1C	1.1	2	1	1.1	0
26	CCOc1ccc(N2C(=O)C3C(c4ccccc4)=NN(c4ccccc4)C3C2=O)cc1 (configuration not stated)	1	-4	1	0.9	-10
27	COc1ccc(NC(=O)c2ccccc2N(Cc2ccccc2)S(C)(=O)=O)cc1	1	-5	1.1	1	8
28	N#Cc1cnn2cc(-c3ncc(C(F)(F)F)cc3Cl)cnc12	0.9	4	1	0.9	-3
29	CCC1(C)CC(c2csc(N)n2)CCO1 (configuration not stated)	1	-1	1	0.9	-1
30	CC(=O)Oc1ccc(S(=O)(=O)c2ccc(OC(C)=O)cc2)cc1	1.1	3	1	1.1	-2
31	O=C(c1cc(=O)[nH]c2ccccc12)N1CCN(S(=O)(=O)c2ccc3ccccc3c2)CC1	0.9	-2	1.1	0.9	6
32	COC(=O)CN1C(=O)Nc2ccc(Br)cc2C1c1ccccc1 (configuration not stated)	1.1	3	1	1	6
33	N#CCc1nc2n(n1)Cc1ccccc1-2	1.1	-5	1	1	3
34	CN1c2ccsc2/C(=N/Nc2ccccc2)CS1(=O)=O	2.1*	-1	0.9	1.5	4
35	O=C(CCC1CCCN(Cc2ccc3c(c2)CCO3)C1)NCc1ccc(F)c(F)c1 (configuration not stated)	1	-6	1	0.9	2
36	CC(C)CNC(=O)C(=O)NNC(=O)c1ccco1	0.9	-1	1	0.9	9

no.	TNAP inh hi DEA	TNAP inh no acc	Diaph act CS	FLuc act counter	Diaphorase inh
25	-4	12	0.9	1	9
26	-5	-19	0.8	1	19
27	-6	-8	0.8	1.1	20
28	-1	-10	1	1	5
29	-4	-10	0.9	1.1	13
30	-3	-12	0.9	1.1	9
31	-7	-13	0.8	1.1	23
32	4	-3	0.9	1	12
33	-1	-9	1	1	-4
34	6	-2	0.7	1	28
35	0	-3	0.9	1.1	7
36	-1	-5	0.9	1.1	11

The list continues:
no.	mol	PMI act hi M6P	HMGR II inh	TNAP act hiacc	PMI act	G6PDH CS
37	CCCC(c1nnnn1Cc1ccc(F)cc1)N1CCN(C2CCCCC2)CC1 (configuration not stated)	0.9	0	1	1	-1
38	CCOc1ccc(-c2ncncc2-c2ccc(OC)cc2)c(O)c1	1	-2	1	1	7
39	O=c1cc(-c2ccccc2)[nH]c2cc(F)ccc12	1.2	6	1	1.2	3
40	Cc1cc2ncn(C(=O)N3CCCCCC3)c2cc1C	0.9	-5	1	0.9	2
41	O=[N+]([O-])c1ccccc1S(=O)(=O)NC1CCCC1	1	-4	1.1	1	6
42	COc1ccc(/C(O)=C2\C(=O)C(=O)N(CCN(C)C)C2c2cccc(OC)c2OC)cc1 (configuration not stated)	1.4	6	1	1.3	5
43	CCNC(=S)N/N=C/c1cccs1	1	3	1.1	1	1
44	CCOc1ccccc1CN1CCN(Cc2[nH]c3ccccc3c2C)CC1CCO (configuration not stated)	1	-10	1	1	7
45	Cc1ccc(S(=O)(=O)NC(=O)Nn2c(C)nnc2C)cc1	1	2	1	0.9	-10
46	CCN(CC)C(=O)Cn1cc(S(=O)(=O)CC(=O)Nc2ccc3c(c2)OCCO3)c2ccccc21	1	-2	1	1.1	2
47	COc1ccc(/C=N/NC(=O)C2C3CCCCC32)cc1OC (configuration not stated)	1.1	-2	1	1	8

no.	TNAP inh hi DEA	TNAP inh no acc	Diaph act CS	FLuc act counter	Diaphorase inh
37	-4	-8	0.9	1.1	8
38	-5	-13	0.9	1	13
39	-4	-8	0.9	1	14
40	-1	-1	0.9	1.1	14
41	-6	-12	0.9	1.1	7
42	2	-16	1	1.1	4
43	-7	-19	0.9	0.9	12
44	-4	-6	1.1	1	-10
45	2	-9	0.9	1.1	10
46	-4	-6	0.9	1	14
47	-2	-7	1	1	-4

High-throughput results (PubChem BioAssay)
